# Screens (PubChem)
# Growth percent in the NCI-60 one-dose screen (48 h, 10 µM unless noted): 100 = growth as untreated, 0 = no growth, -100 = all killed.
# NCI/ADR-RES: NCI/ADR-RES ovarian cells; 81,000 tested, 4.4% active
# NCI-H226: NCI-H226 lung cancer; 79,000 tested, 3.5% active
# NCI-H23: NCI-H23 lung cancer | 80,000 tested, 4% active
# NCI-H522: NCI-H522 lung cancer | AID 1794739 | 78,000 tested, 8% active
# ACHN: ACHN renal cancer; 81,000 tested, 4.9% active; AID 1794771
# CAKI-1: CAKI-1 renal cancer | 75,000 tested, 4.7% active | AID 1794772
# NCI-H460: NCI-H460 lung cancer | 82,000 tested, 6.8% active | AID 1794736
# RXF 393: RXF 393 renal cancer cells | 77,000 tested, 6.9% active | AID 1794773
# A498: A498 renal cancer cells | 76,000 tested, 5.4% active | AID 1794774
# * hit, by the source's call; nt = no result given; & = joins results of further samples; [ ] = dose if it differs, or a comment. How the source made its calls: active means growth percent below 10; inactive means the rest.
SMILES,NCI/ADR-RES,NCI-H226,NCI-H23,NCI-H522,ACHN,CAKI-1,NCI-H460,RXF 393,A498
O=C1[C@@H]2Cc3c([nH]c4ccccc34)[C@@H](c3ccc(Cl)cc3)N2C(=O)CN1C1CCN(Cc2c(Cl)cccc2Cl)CC1,72.0,77.5,83.1,80.5,70.3,46.9,69.8,70.9,79.3
O=C(Nc1cccc(-n2cc(-c3ccncc3)c(-c3ccc(Cl)c(O)c3)n2)c1)c1ccccc1,62.7,89.6,90.8,42.3,53.2,90.3,48.7,0.6*,72.3
OCCN1CCN(CCO)CC1,120.0&94.0&100.0,107.4&97.5&107.4,110.3&99.7&95.3,108.4&87.9&98.6,104.5&98.0&99.1,119.8&81.4&103.8,107.7&98.6&110.7,119.9&95.6&114.3,101.4&95.5&109.7
COc1ccc(-c2cnc3c(-c4cccc5nn(C)cc45)cnn3c2)cc1,92.9,94.1,99.3,55.2,91.4,103.3,87.3,93.1,108.4
O=C(CSc1nc2ccccc2c(=O)n1-c1ccccc1)Nc1ccc(-c2nc3ccc([N+](=O)[O-])cc3[nH]2)cc1,75.3,82.0,nt,75.2,88.2,78.2,63.5,64.5,77.8
Cc1c(C(=O)NCCN2CCOCC2)cn2ncnc(Oc3ccc(NC(=O)NC4CC4)c(F)c3)c12,101.7,93.9,99.6,94.8,96.8,96.9,102.1,98.0,55.3
CC(=O)Oc1ccc(OCc2ccccc2)c(OCc2ccccc2)c1,96.6,94.7,105.0,43.8,94.9,85.5,100.8,96.8,106.6
N#Cc1cnn(C(=O)c2ccccc2Br)c1NC(=O)c1cc(Cl)ccc1Cl,102.0,102.6,97.2,94.5,105.0,87.8,101.7,105.9,91.4
Nc1ncnc2c1N=C(c1ccc3c(c1)OCO3)CC(c1cccc(Nc3ccnc4cc(Cl)ccc34)c1)N2 (stereo not given),56.8,69.8,49.8,58.0,67.5,53.4,59.8,72.2,61.5
CC(=O)/C(=C\c1ccc(Cl)cc1)c1ccccc1,30.7,8.7*,20.1,-1.6*,29.6,15.6,6.3*,25.7,15.7
COc1ccc(/C=N/NC(=O)c2cnn3c2NC(c2ccccc2)C3)cc1OC1CCCC1 (stereo not given),92.7,nt,98.8,79.5,95.3,77.8,100.0,103.9,nt
CC1(C)OC(=O)N(CO)C1=O,96.7,96.7,99.9,96.8,98.6,98.7,117.0,nt,108.2
Cc1ccc2c(ccc3ccccc32)n1,104.2&117.6,105.6&107.5,94.3&106.9,87.2&100.3,105.9,99.5,106.5&103.3,116.3&107.3,103.3&94.6
O=C(CN1C(=O)/C(=C\c2ccccc2)SC1=S)Nc1ncc(Cc2ccccc2)s1,104.1,nt,104.3,93.7,106.2,90.4,102.6,110.7,106.1
Nc1c(C(=O)Nc2ccccc2)oc2ncc(Cl)cc12,nt,93.4,90.8,97.4,96.0,84.6,105.9,108.3,101.3
Cc1ccc(SC2c3ccc(C)cc3Oc3nc(N)c(C#N)c(N)c32)cc1 (stereo not given),92.1,92.8,82.8,-53.4*,68.1,nt,101.0,53.9,105.9
C[C@H]1COc2c(N3CCN(C)CC3)c(F)cc3c(=O)c(C(=O)NO)cn1c23,101.4,99.5,95.9,79.2,108.9,96.6,104.2,95.3,94.2
c1ccc2cc(C[n+]3ccn(CCCCn4cc[n+](Cc5ccc6ccccc6c5)c4)c3)ccc2c1,97.8,82.0,44.0,43.4,93.8,95.1,38.2,102.1,40.8
O=[N+]([O-])c1cccc(/C=N/Nc2nc(N/N=C/c3cccc([N+](=O)[O-])c3)nc(N3CCCCC3)n2)c1,67.2,57.4,62.2,41.9,62.2,72.4,68.7,104.0,81.3
O=Cc1c[nH]c2ccc(-c3csc4ccccc34)cc12,12.3,73.8,58.0,41.3,63.7,39.7,29.3,45.3,43.5
O=c1oc2ccccc2c(Cl)c1Cl,86.4,70.8,60.6,22.9,80.7,83.4,103.0,66.6,111.7
COc1ccc(C(O)c2cc3c(N)c(C(=O)Nc4cccc(Cl)c4)sc3nc2C)cc1 (stereo not given),13.2,29.5,37.8,14.6,30.3,24.7,1.3*,-10.9*,8.3*
C#CCOc1cc(N(CC)CC)ccc1C(C(=O)NC(C)(C)C)N(C(=O)C1CCc2cc(F)ccc2O1)c1ccc(F)cc1F (stereo not given),53.1,42.9,nt,30.7,24.7,29.8,26.4,64.6,68.9
CN=C(N)N/N=C(\C)c1ccc2c(c1)Cc1ccccc1-2,-29.7*,-39.1*,10.7,12.2,-92.1*,-53.9*,-97.9*,-28.4*,-8.1*
COc1ccc(-c2c(C)noc2-c2ccc(O)cc2O)cc1,94.6,100.8,81.4,69.5,90.3,95.8,54.3,90.7,88.0
COc1ccc(C(=O)/C=C/c2cc(F)cc(C(F)(F)F)c2)cc1S(N)(=O)=O,5.8*,-29.3*,-74.8*,-79.6*,-100.0*,-85.7*,-25.3*,nt,88.2
O=c1[nH]nc(-c2ccccc2)c2sc(NC(=S)Nc3ccc(Cl)cc3)nc12,95.3,89.3,86.0,68.6,102.4,nt,97.6,101.9,86.0
N#C/C(=C\c1ccc(C(F)(F)F)cc1)c1cc2ccccc2[nH]1,104.2,100.7,98.1,84.5,104.3,83.6,97.7,112.9,90.3
N#C/C(=C\c1ccc2ccccc2c1)c1cc2ccccc2[nH]1,12.4,67.9,48.8,1.8*,50.4,38.1,13.3,29.3,33.7
ClC(Cl)C1=NC(c2ccccc2)=N[C@H]2CCC[C@@H]2N1c1ccccc1,106.2,104.7,101.9,91.4,100.0,nt,102.3,125.5,109.0

# The final 5 compounds of the part before open the next one.
SMILES,NCI/ADR-RES,NCI-H226,NCI-H23,NCI-H522,ACHN,CAKI-1,NCI-H460,RXF 393,A498
COc1ccc(C(=O)/C=C/c2cc(F)cc(C(F)(F)F)c2)cc1S(N)(=O)=O,5.8*,-29.3*,-74.8*,-79.6*,-100.0*,-85.7*,-25.3*,nt,88.2
O=c1[nH]nc(-c2ccccc2)c2sc(NC(=S)Nc3ccc(Cl)cc3)nc12,95.3,89.3,86.0,68.6,102.4,nt,97.6,101.9,86.0
N#C/C(=C\c1ccc(C(F)(F)F)cc1)c1cc2ccccc2[nH]1,104.2,100.7,98.1,84.5,104.3,83.6,97.7,112.9,90.3
N#C/C(=C\c1ccc2ccccc2c1)c1cc2ccccc2[nH]1,12.4,67.9,48.8,1.8*,50.4,38.1,13.3,29.3,33.7
ClC(Cl)C1=NC(c2ccccc2)=N[C@H]2CCC[C@@H]2N1c1ccccc1,106.2,104.7,101.9,91.4,100.0,nt,102.3,125.5,109.0
COc1ccccc1/C=C1/Sc2scc(CC(=O)Nc3ccccc3)[n+]2C1=O,94.4,80.0,86.2,88.6,98.3,100.3,102.1,99.7,69.3
COc1ccc(-c2cnc(C(N)=O)c(=O)[nH]2)cc1,111.5,100.9,100.3,90.4,100.9,108.3,111.2,101.9,105.6
CCCCCCCC[C@@H]1C=CC(=O)N1CCCCCCC(=O)OC,105.0,101.4,104.0,112.0,106.0,99.5,107.3,110.6,87.8
Cc1cc(=O)oc2cc(O)cc(OCc3ccccc3)c12,70.8,93.1,80.7,75.9,89.0,96.7,93.2,89.7,nt
Cc1ccc2nc(Cl)c(-c3nc4ccccc4s3)cc2c1,92.8,87.0,87.9,96.6,96.0,80.0,97.4,93.8,117.5
O=S(=O)(NCc1ccco1)c1ccc(F)cc1,112.8,99.0,109.1,149.1,103.4,112.0,109.7,106.2,91.1
C=CC(C)(C)[N+](C)(C)C,104.2,101.5,98.7,90.8,101.5,101.2,105.2,112.2,97.7
CCOC(=O)C(CC(Nc1ccc(OC)cc1)c1ccccc1)[N+](=O)[O-] (stereo not given),97.4,108.1,100.0,94.9,94.8,103.7,102.8,108.2,88.5
CCOC(=O)c1c(C)nc2c(c1N)/C(=C/c1ccccc1[N+](=O)[O-])C(=O)N2Cc1ccc(OC)cc1,67.4,61.4,68.1,62.2,75.8,nt,87.7,65.4,68.5
C=C(C)[C@@H]1CC[C@]2(C(N)=O)CC[C@]3(C)[C@H](CC[C@@H]4[C@@]5(C)CC/C(=N\OCCC#N)C(C)(C)[C@@H]5CC[C@]43C)[C@@H]12,78.5,70.3,75.8,77.0,71.8,nt,63.3,77.7,94.7
O=C(O)c1c[nH]c2cc(Cl)ccc2c1=O,92.9,77.4,83.8,95.1,89.3,78.0,92.9,54.2,104.4
O=C(CC(=O)c1ccccc1F)Nc1ccc([N+](=O)[O-])cc1,103.3,86.2,104.5,nt,100.0,106.2,104.0,103.0,108.5
COc1ccc2cc(-c3ccc(-c4ccc(C(=N)N)cc4)s3)ccc2c1,106.1,101.5,107.0,101.6,100.7,91.0,100.2,nt,94.3
C[C@H](CCC[C@H](C)OS(=O)(=O)c1ccccc1)OS(=O)(=O)c1ccccc1,116.3,90.4,106.8,86.8,105.7,92.6,114.4,141.9,133.0
CC1(C)O[C@@H]2C[C@H]3[C@@H]4CCC5=CC(=O)C=C[C@]5(C)[C@@]4(F)[C@@H](O)C[C@]3(C)[C@]2(C(=O)CO)O1,88.9,66.5,110.7,nt,92.0,94.9,87.7,131.7,137.0

# Of the compounds above, two contain a CF3 group.
SMILES,NCI/ADR-RES,NCI-H226,NCI-H23,NCI-H522,ACHN,CAKI-1,NCI-H460,RXF 393,A498
COc1ccc(C(=O)/C=C/c2cc(F)cc(C(F)(F)F)c2)cc1S(N)(=O)=O,5.8*,-29.3*,-74.8*,-79.6*,-100.0*,-85.7*,-25.3*,nt,88.2
N#C/C(=C\c1ccc(C(F)(F)F)cc1)c1cc2ccccc2[nH]1,104.2,100.7,98.1,84.5,104.3,83.6,97.7,112.9,90.3

# Carrying on.
SMILES,NCI/ADR-RES,NCI-H226,NCI-H23,NCI-H522,ACHN,CAKI-1,NCI-H460,RXF 393,A498
CC1SC(N)=NC1=O (stereo not given),106.2,106.7,94.8,97.5,108.4,103.5,115.1,120.1,107.2
COCOc1ccc(/C=C2\Oc3cc(O)ccc3C2=O)cc1,98.5,nt,97.5,103.3,110.6,98.6,113.8,108.5,104.7
COC(=O)CNC(=O)[C@H](Cc1ccccc1)NCc1ccco1,98.7,95.1,89.3,65.6,117.1,98.4,106.8,108.5,102.3
O=C1CCC(C(=O)NNCCO)N1 (stereo not given),107.7,106.2,102.3,98.2,105.5,95.9,100.8,117.6,117.5
CCOC(=O)C1=C(C)/C(=C\c2[nH]c(C)c(C(=O)OCC)c2C)N=C1C,88.9,94.3,80.2,75.4,96.5,85.0,102.0,100.5,103.2
O=C1CSC(=Nc2ccccc2C(=O)O)N1,105.9,103.4,99.0,94.7,103.6,93.9,107.2,111.3,112.1
COCCn1cc(-c2nc(-c3ccsc3)cs2)c2ccccc21,92.4,85.2,80.1,75.7,68.2,82.3,98.2,110.3,nt
c1ccc2cc(Cn3cc(CSc4nc5ccccc5o4)nn3)ccc2c1,106.4,103.6,101.5,79.4,96.3,86.3,101.9,109.1,122.5
CC(/C=C1\SC(=S)N(CCC(=O)NCC(=O)O)C1=O)=C\c1ccccc1,101.4,101.7,99.2,92.6,97.3,89.9,102.9,100.4,102.3
O=C(Cn1c(-c2cncs2)nc2ccccc21)Nc1ccc2c(c1)OCO2,108.9,92.0,112.5,97.8,91.9,100.5,101.7,100.6,89.3
COc1ccc(-c2nc3ccc(-c4nc5ccc(N6CCN(C)CC6)cc5[nH]4)cc3[nH]2)cc1OC,102.5,54.6,62.7,13.7,100.2,71.9,103.4,96.6,76.6
O=C1CC(=O)Nc2ccccc2N1,106.3,100.1,100.6,94.7,107.1,95.0,116.0,103.9,92.1
COc1ccc(C(CCc2ccccc2)OC(C)=O)cc1 (stereo not given),106.4,nt,107.3,106.2,106.7,105.7,118.1,nt,101.3
Brc1sc(Br)c(Br)c1Br,88.3,95.5,93.4,94.0,111.7,nt,102.6,93.6,57.9
O=C(CSc1nc2ccccc2c(=O)n1-c1ccccc1)Nc1cccc(C(=O)/C=C/c2cccc(O[N+](=O)[O-])c2)c1,108.0,99.9,108.5,97.3,104.8,89.9,99.6,97.2,106.7
CCCCCCCCn1ccc2cc(NC(=O)CN3CCN(c4cc(C)nc(N5CCOCC5)n4)CC3)ccc21,90.4,89.2,98.5,80.8,92.0,90.9,94.8,73.6,134.9
C/C(=N/Nc1nc(N/N=C(/C)c2ccc([N+](=O)[O-])cc2)nc(N2CCOCC2)n1)c1ccc([N+](=O)[O-])cc1,68.7,41.9,57.9,61.7,66.1,77.9,78.1,69.2,nt
CC(C)CNS(=O)(=O)c1ncnc2nc[nH]c12,104.7,123.4,104.0,79.0,103.6,119.8,105.5,129.6,93.7
c1cn2cc(-c3ccc4ncn(C5CCCCC5)c4c3)nc(-c3ccc4c(c3)ncn4C3CCCCC3)c2n1,1.1*,-56.4*,-41.5*,-52.6*,-58.8*,17.2,-48.5*,-89.1*,-88.1*
CNC(C)C(Nc1cc(OC)cc2cccnc12)c1ccccc1 (stereo not given),92.2,95.3,90.1,70.6,85.2,89.6,98.9,nt,66.2
CCCCn1c(=O)c(/C=C/c2cc(/C=C/c3cc4cc(Cl)ccc4n(CCCC)c3=O)n(-c3ccccc3)n2)cc2cc(Cl)ccc21,103.4,104.6,91.4,74.6,110.3,102.9,101.7,103.5,98.4
Cc1nn(-c2ccccc2)c2ncc3c(c12)C(=O)N(c1ccccc1)C3=O,98.0,118.8,101.2,105.2,98.5,108.0,106.5,125.4,101.3
Cc1ccc(-c2nc(C#N)c(N(C)CCO)o2)cc1,99.8,93.3,102.0,91.5,104.2,nt,105.9,90.6,81.7
CC(C)C(=O)Nc1cccc(C(=O)NC(=S)Nc2ccc(S(N)(=O)=O)cc2)c1,98.2[100 µM],89.4[100 µM],100.0[100 µM],86.4[100 µM],103.1[100 µM],98.9[100 µM],105.3[100 µM],104.4[100 µM],99.7[100 µM]
COc1ccc(F)cc1/C=C/C(=O)/C=C(O)/C=C/c1cc(F)ccc1OC,95.4,105.8,86.8,77.0,106.3,89.3,91.2,102.3,120.6
C[N+](C)(C)CC(=O)N/N=C/CCc1ccccc1,102.7,106.4,105.6,90.1,109.1,98.2,120.4,124.6,104.3
O=C(O)c1ccc(S(=O)(=O)NC2CCCCC2)cc1,96.9,94.7,97.4,78.4,105.3,93.0,108.4,nt,nt
